mHTT-CaM PPI inh = disrupts binding of mutant huntingtin to calmodulin | P42858 | AlphaScreen His-mHTT/GST-CaM binding, luminescence | inhibition, % at 15 µM | 190,000 compounds, 3.6% hits | AID 1671202;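 also: 0% = both proteins with DMSO and 100% = one protein alone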
Pf apPOL inh = Pf-apPOL DNA polymerase inhibition | inhibition, % at 10 µM | Recombinant Pf-apPOL, molecular beacon fluorescence, 1.5 h | 210,000 compounds, 0.25% hits
An asterisk follows results filed as active; . = not tested or not shown. Rule as the data show it: active = inhibition above about 50%; inactive = the rest. Some of the compounds tested; rates above refer to the full screens.

1) CC(C)CC(=O)N1CCC(COc2ccc(C(=O)N3CCCCC3)cc2)CC1
2) CCOc1c(Br)cc(C2Nc3ccc([N+](=O)[O-])cc3C3C=CCC32)cc1OC (configuration not stated)
3) COCCNC(=O)c1ccc(OC)cc1
4) Cc1cc2c(N3CCC(C(=O)Nc4ccc(Cl)cc4F)CC3)nccc2s1
5) O=C(NCCc1ccc(F)cc1)c1ccc2c(c1)OCO2
6) Cc1ccc(C2N3CC4(C)CN2CC(C)(C3)C4O)cc1 (configuration not stated)

| assay / entry | 1 | 2 | 3 | 4 | 5 | 6 |
| --- | --- | --- | --- | --- | --- | --- |
| mHTT-CaM PPI inh | -7.3 | 58.0* | 4.9 | -1.0 | -3.7 | -4.0 |
| Pf apPOL inh | -0.2 | -4.8 | 0.1 | 1.3 | -3.0 | -3.1 |

Given tab-delimited: part of the list above.
cpd	Structure	mHTT-CaM PPI inh	Pf apPOL inh
4	Cc1cc2c(N3CCC(C(=O)Nc4ccc(Cl)cc4F)CC3)nccc2s1	-1.0	1.3
5	O=C(NCCc1ccc(F)cc1)c1ccc2c(c1)OCO2	-3.7	-3.0

Continued.
7) Cc1ccccc1NC(=O)c1ccc(F)c(S(=O)(=O)NC2CCCCCC2)c1
8) CC1=NOC(=O)/C1=C\c1ccc(-c2ccc(Cl)c(C(=O)O)c2)o1
9) Nc1ccc(N=Nc2ccc(N(CCO)CCO)cc2)cc1
10) N#Cc1ccccc1NC(=O)c1c(O)c2cccc3c2n(c1=O)CC3
11) CC1CCN(c2nc(Cl)nc(Nc3ccc4c(c3)OCO4)n2)CC1
12) CCn1c(=O)n(CC(=O)N2CCC(C(N)=O)(N3CCCCC3)CC2)c(=O)c2ccccc21

| assay / entry | 7 | 8 | 9 | 10 | 11 | 12 |
| --- | --- | --- | --- | --- | --- | --- |
| mHTT-CaM PPI inh | 12.0 | 12.0 | 37.5 | -1.0 | 40.0 | 3.0 |
| Pf apPOL inh | -1.7 | -2.3 | . | 2.0 | 1.8 | -74.2 |

13) COc1ccc(CNS(=O)(=O)c2cc(Br)cc3c2N(C(C)=O)CC3)cc1
14) COc1ccc(/C=C(\C#N)c2nc(-c3cccc([N+](=O)[O-])c3)cs2)c(OC)c1
15) O=C(NC(=S)NCc1cccs1)c1csc([N+](=O)[O-])c1
16) Cc1ccc(C(=O)N2CCCC(c3ccnc(Nc4ccccc4)n3)C2)s1 (configuration not stated)
17) CCOc1ccc(NC(=O)C(C)Oc2ccccc2C(=O)Nc2ccc(OC)cc2)cc1 (configuration not stated)
18) Cc1cc(=O)oc2cc(OCC(O)CN3CCN(c4ccccn4)CC3)ccc12 (configuration not stated)

| assay / entry | 13 | 14 | 15 | 16 | 17 | 18 |
| --- | --- | --- | --- | --- | --- | --- |
| mHTT-CaM PPI inh | 5.0 | 4.4 | . | 61.4* | -3.1 | 7.1 |
| Pf apPOL inh | -2.7 | -2.0 | -5.6 | -2.3 | -4.7 | -1.5 |

19) COCCN1C(=O)CCc2cc(NC(=O)c3ccc(Cl)s3)ccc21
20) O=C(c1cccs1)N1CCc2ccc(NS(=O)(=O)c3ccccc3Cl)cc2C1
21) Cc1ccccc1CNC(=O)C1(C)Cc2ccccc2C(=O)N1Cc1ccco1 (configuration not stated)
22) Cc1ccccc1C(=O)Oc1ccc2c(=O)c(-c3ccccc3)coc2c1
23) CC(C)CC(=O)N1CCC2(CC1)CC(=O)c1ccccc1O2
24) CCOc1ccc(/C=C2\N=C(c3ccc(F)cc3)OC2=O)cc1

| assay / entry | 19 | 20 | 21 | 22 | 23 | 24 |
| --- | --- | --- | --- | --- | --- | --- |
| mHTT-CaM PPI inh | 2.7 | 8.9 | 4.6 | 0.8 | -0.3 | 8.0 |
| Pf apPOL inh | -11.6 | 4.3 | -1.6 | -7.0 | -7.1 | -1.0 |

Compounds 23 through 24, reprinted for reference:
23) CC(C)CC(=O)N1CCC2(CC1)CC(=O)c1ccccc1O2
24) CCOc1ccc(/C=C2\N=C(c3ccc(F)cc3)OC2=O)cc1

| assay / entry | 23 | 24 |
| --- | --- | --- |
| mHTT-CaM PPI inh | -0.3 | 8.0 |
| Pf apPOL inh | -7.1 | -1.0 |

(more compounds)
25) Cc1sc2nc(C)n(N=Cc3cccnc3)c(=O)c2c1C
26) CSC(N=CN(C)C)=NN=C(C)c1cc2ccccc2o1
27) O=C(C1CCCO1)N1CCC(OCc2nc(-c3cccnc3)no2)CC1 (configuration not stated)
28) COC(=O)c1cc(C)[nH]c1C
29) NC(=O)c1cc2cc(Br)ccc2oc1=Nc1ccccc1F
30) CCCC(C)C(=O)Nc1ccc(F)c(F)c1 (configuration not stated)

| assay / entry | 25 | 26 | 27 | 28 | 29 | 30 |
| --- | --- | --- | --- | --- | --- | --- |
| mHTT-CaM PPI inh | . | . | 3.3 | . | 8.0 | -5.7 |
| Pf apPOL inh | 10.6 | -14.1 | -7.3 | 1.3 | 9.0 | 0.6 |

31) O=[N+]([O-])c1cc(NC2OCC(O)C(O)C2O)cc(Oc2ccc(F)cc2)c1 (configuration not stated)
32) O=C(NCCn1nc(-c2ccco2)ccc1=O)c1n[nH]c2ccccc12
33) COc1cccc2sc(=NC(=O)c3c(F)cccc3F)n(C)c12
34) COc1ccc(NC(=O)c2cc3cc4ccc(C)cc4nc3s2)c(OC)c1
35) O=C1C2C3C=C(Cl)C(c4ccccc43)C2C(=O)N1c1cccc(Br)c1 (configuration not stated)
36) Cc1nc(N2CCOCC2)nc(Nc2ccccc2)c1[N+](=O)[O-]

| assay / entry | 31 | 32 | 33 | 34 | 35 | 36 |
| --- | --- | --- | --- | --- | --- | --- |
| mHTT-CaM PPI inh | 17.0 | 35.8 | -7.0 | -2.0 | -8.0 | 2.4 |
| Pf apPOL inh | 9.5 | 7.3 | -1.8 | -10.9 | 19.0 | -4.7 |

Profiles as entered above. Order of values: mHTT-CaM PPI inh	Pf apPOL inh
`O=[N+]([O-])c1cc(NC2OCC(O)C(O)C2O)cc(Oc2ccc(F)cc2)c1` (configuration not stated) is listed with 17.0	9.5
`COc1cccc2sc(=NC(=O)c3c(F)cccc3F)n(C)c12` is listed with -7.0	-1.8
`O=C1C2C3C=C(Cl)C(c4ccccc43)C2C(=O)N1c1cccc(Br)c1` (configuration not stated) is listed with -8.0	19.0
`Cc1nc(N2CCOCC2)nc(Nc2ccccc2)c1[N+](=O)[O-]` is listed with 2.4	-4.7
